From PubChem
MITF inh: human MITF inhibition, primary screen; AlphaScreen MITF homodimerization, bead proximity signal; AID 1259374; inhibition, % at 2.6 µM; actives 0.91% (n = 650,000); in the data active = inhibition above about 50%;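 also: 0% = vehicle wells with protein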
GPR151 ag: activators of human GPR151. Q8TDV0. PathHunter beta-arrestin GPR151 cells, luminescence. activation, % at 11.2 µM. actives 1% (n = 650,000); in the data active = activation above about 4.9%;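 also: 0% = median of compound wells and 100% = cells with positive control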
TEAD-YAP block: TEAD-YAP interaction inhibition; inhibition, % at 9.12 µM; HEK-TIYL cells, TEAD-Gal4/YAP UAS-luciferase luminescence; actives 1.4% (n = 640,000); in the data active = inhibition above about 32%;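 also: 0% = median of test compound wells and 100% = reference inhibitor wells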
FBW7 act: activators of human E3 ligase FBW7. AlphaScreen FBW7–phospho-cyclin E peptide binding, activator screen. normalized activity (activation), % at 26.1 µM. actives 0.13% (n = 650,000); in the data active = normalized activity above about 1.9%;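 also: purified mutant Fbw7 with reduced substrate affinity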
Target sequence (Q969H0 whole entry, looked up): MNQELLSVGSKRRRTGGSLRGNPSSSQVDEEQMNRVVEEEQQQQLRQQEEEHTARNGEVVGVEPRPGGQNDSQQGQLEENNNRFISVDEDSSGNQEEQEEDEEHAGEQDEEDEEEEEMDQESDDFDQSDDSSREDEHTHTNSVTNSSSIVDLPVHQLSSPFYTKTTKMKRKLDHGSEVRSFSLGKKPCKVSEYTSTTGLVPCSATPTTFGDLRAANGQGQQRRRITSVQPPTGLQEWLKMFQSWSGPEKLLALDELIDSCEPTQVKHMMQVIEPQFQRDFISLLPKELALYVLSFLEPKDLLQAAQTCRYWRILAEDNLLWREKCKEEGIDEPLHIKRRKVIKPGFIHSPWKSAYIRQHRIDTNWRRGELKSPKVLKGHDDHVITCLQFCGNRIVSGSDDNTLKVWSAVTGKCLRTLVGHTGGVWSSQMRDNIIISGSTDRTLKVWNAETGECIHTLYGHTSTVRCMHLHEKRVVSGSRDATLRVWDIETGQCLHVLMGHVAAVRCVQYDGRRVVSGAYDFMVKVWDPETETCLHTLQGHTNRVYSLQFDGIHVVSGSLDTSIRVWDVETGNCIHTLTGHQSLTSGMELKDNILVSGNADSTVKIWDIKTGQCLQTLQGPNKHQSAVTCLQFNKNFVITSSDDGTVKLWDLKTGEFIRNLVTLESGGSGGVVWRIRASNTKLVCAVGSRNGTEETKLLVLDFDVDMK
Numbers without * were called inactive.

SMILES	MITF inh	GPR151 ag	TEAD-YAP block	FBW7 act
Cn1c(=O)c2c(nc3n(CCCN4CCOCC4)c(-c4ccccc4)cn23)n(C)c1=O	5	0.5	4	0.0
O=Cc1cccn1C1CCN(Cc2ccccc2)CC1	5	-0.2	3	0.0
N#C/C(C(=O)NCc1ccco1)=C1/SC=C(c2ccccc2)N1c1ccccc1	17	-1.0	1	0.2
CNS(=O)(=O)c1ccc(Br)c(C(=O)O)c1	11	3.3	-3	0.1
CCOc1ccccc1N1CCN(C2CCN(C)CC2)CC1	33	-1.2	5	-0.2
Cc1ccc(N2S(=O)(=O)c3ccccc3S2(=O)=O)c(C)c1	0	-1.0	6	0.1
Cc1cc(OCCCNCC(C)O)ccc1Cl (stereo unspecified)	24	-0.5	-1	0.0
COC(=O)c1c(NC(=O)c2ccccc2F)sc(C)c1-c1ccccc1	1	-0.2	2	0.1
Cc1ccc(S(=O)(=O)Nc2ccc(O)c(-c3c(O)ccc4ccccc34)c2)cc1	11	2.9	-3	0.0
CC(/C=C/c1ccccc1)=N/NC(=O)c1ccc(Cl)cc1O	9	-1.4	-21	0.2
CCC(=O)Nc1cc(C)c(NC(=O)c2ccco2)cn1	7	0.0	-5	0.0
Cc1c(C)c2ccc(OS(C)(=O)=O)c(C)c2oc1=O	-16	2.5	-20	-0.2
CCOc1cc(/C=N/NC(=O)c2nnn(-c3nonc3N)c2COC)ccc1O	-1	2.9	4	0.1
Cc1cc(C)n(S(=O)(=O)c2cccc([N+](=O)[O-])c2)n1	4	-0.1	7	-0.1
CCCCOC(=O)C1=C(C)NC2=C(C(=O)CC(C)(C)C2)C1c1cccc(Cl)c1Cl (stereo unspecified)	-6	0.6	10	0.3
CC(=O)c1c(C)[nH]c(C(=O)Nc2ccc(S(=O)(=O)N3CCCCC3)cc2)c1C	2	1.3	8	-0.1
CC(O)(C(=O)N/N=C/c1ccc(Br)cc1)c1ccccc1 (stereo unspecified)	-28	-0.3	-2	0.2
Cc1ccc(C(=O)Nc2nc3ccccc3s2)cc1[N+](=O)[O-]	6	-1.3	-70	-0.1
CC1CCc2c(sc(NC(=O)c3cc4ccccc4oc3=O)c2C#N)C1 (stereo unspecified)	11	-0.2	11	0.1
CC(C)n1c(N2CCC(N3CCOCC3)CC2)nc2c(NCCN3CCOCC3)ncnc21	0	-1.1	-4	0.9
O=C(Cc1ccccc1)NCCc1cn2ccsc2n1	11	-0.7	5	0.1
CCC1=NN2C(=N)/C(=C/c3ccc(OCCOc4cccc(C)c4)c(OC)c3)C(=O)N=C2S1	10	-1.7	6	0.0
CC(=O)NC(=S)Nc1ccc(N(C)C(C)=O)cc1	-9	-0.5	-12	0.0
C=C(C)CN1C(=O)NC(CC)(C2CCN(C(=O)COc3ccccc3)CC2)C1=O (stereo unspecified)	5	0.9	6	0.0
CCCCNC(=S)N(C)/N=C/c1ccc(O)c(OC)c1	-2	-0.7	-11	-0.2
CCOC(=O)C1=C(C)NC(C)=C(C(=O)OCC)C1c1ccco1	-4	1.1	-1	-0.1
O=C(NCCCN1CCCC1)c1cnn2c(C(F)(F)F)cc(-c3ccccc3)nc12	-7	1.6	-12	-0.1
CC(=O)c1ccc(NC(=O)C(C)Sc2nnc(NC(=O)c3ccccc3)s2)cc1 (stereo unspecified)	12	-5.5	-47	1.1
Cc1ccc2nc(N3CCN(C=O)CC3)nc(-c3ccccc3)c2c1	-4	-0.3	7	2.1*
CCCCCc1c(C)c(C#N)c2nc3ccccc3n2c1N1CCN(CCO)CC1	-1	2.9	-2	-0.1
CCOC(=O)c1c(NC(=O)c2ccc(Br)cc2)sc(C(N)=O)c1C	-16	-2.0	0	-0.2
O=C(Nc1nncs1)C1c2ccccc2Oc2ccccc21	-4	-0.5	-10	-0.1
O=C(c1ccco1)N1CCN(c2nccn3c(-c4ccc(CO)cc4)cnc23)CC1	10	-0.1	11	-0.1
CCOC(=O)c1cc(N2C(=O)C3C4C=CC(C4)C3C2=O)ccc1Cl (stereo unspecified)	59*	3.9	-7	-0.2
CC(=O)c1c(-c2ccccc2)c2cc(Br)ccc2[nH]c1=O	-2	-1.5	-7	-0.2
COc1ccc(Cl)cc1NCCCn1c(C)cn2c3c(=O)[nH]c(=O)n(C)c3nc12	-16	-0.9	-4	0.3
CC(C)Cn1c(CN2CCOCC2)nc2c1c(=O)n(C)c(=O)n2C	6	0.5	-5	0.0
Cc1nc(-c2cc3c(ccc4ccccc43)oc2=O)cs1	2	0.1	-2	0.1
Cc1ccc2nc(-c3cc(N)cc(N)c3)oc2c1	9	-2.8	56*	-0.1
CCOc1ccc(N(C(C)C(=O)NCCc2ccc(OC)c(OC)c2)S(C)(=O)=O)cc1 (stereo unspecified)	15	-1.4	5	0.4
CCCCCc1ccc(C(=O)Oc2ccc(C(=O)Oc3ccc(C#N)cc3)c(Cl)c2)cc1	14	-1.4	-1	0.8
Cn1cnnc1SCc1cn2cccnc2n1	-1	-0.2	-2	-0.1
Cc1cccc(C)c1N(CC(=O)N/N=C/c1cc(Br)c(C)o1)S(C)(=O)=O	15	0.8	8	1.0
Cc1ccc(/C=c2/sc3nc(=O)cnn3c2=O)cc1	-7	0.6	1	0.0
Cc1ccc(S(=O)(=O)Nc2cccc(-c3ccc(N4CCCC4)nn3)c2)cc1	2	-1.0	6	-0.1
O=C(Nc1ccc2ccccc2c1)/C(=C\c1ccc2c(c1)OCO2)NC(=O)c1ccco1	17	0.7	-2	0.1
Cc1c(C(=O)OCC(=O)c2ccccc2)cc([N+](=O)[O-])cc1[N+](=O)[O-]	7	2.3	8	-0.2
C=CCSc1nnc(N2C(=O)CC(c3cccs3)C3=C2CCCC3=O)s1 (stereo unspecified)	-5	-0.8	6	0.0
Cc1ccc(CN2CCN(Cc3ccc(Oc4ncccn4)cc3)CC2CCO)cc1 (stereo unspecified)	-12	0.2	-3	0.1
Cc1ccc(S(=O)(=O)NCC2CCN(S(=O)(=O)c3ccc(C)cc3)CC2)cc1	11	3.6	3	0.0
O=C(c1ccco1)N1CCN(c2ccc(Cl)cc2[N+](=O)[O-])CC1	9	-0.2	-12	0.0
O=C(Nc1ncc(S(=O)(=O)c2ccc([N+](=O)[O-])cc2)s1)c1ccco1	10	-1.5	11	0.6
CC(C)n1c(=O)[nH]c2c(C(N)=O)nc(-c3cccnc3)nc21	-8	-0.8	1	0.0
CC(C)(C)CNc1cc(-c2ccc(C=O)cc2)ncn1	-3	0.4	-46	0.3
Cc1nc(C)c(C(=O)N[C@H](Cn2nnc3ccccc32)C(C)C)o1	3	0.3	14	0.0
CCCN1CCC(NC(=O)CCc2nnc(CCc3ccc(OC)cc3)o2)CC1	2	0.4	2	-0.1
Oc1ccccc1C1CC(c2cccc(Br)c2)=NC(c2ccc(Cl)cc2)N1 (stereo unspecified)	-1	1.3	-35	0.2
CCOC(=O)c1ccccc1NC(=O)N(C(C)C)C1CCN(C(C)=O)CC1	-2	0.4	-13	0.0
COC(=O)c1ccc2c(=O)n(CCc3ccc(S(N)(=O)=O)cc3)c(SCC(=O)Nc3ccc(OC)cc3OC)nc2c1	1	-0.7	4	0.5
O=C(CN1C(=O)c2ccccc2S1(=O)=O)NCc1ccccc1	-3	0.7	-7	-0.1

Further structures
SMILES	MITF inh	GPR151 ag	TEAD-YAP block	FBW7 act
Cc1ccc(C)c(Nc2c(-c3ccccc3)c(=O)c2=O)c1	1	1.7	-34	-0.1
O=C(NCC[C@@H]1C[C@@H]2C=C[C@H]1C2)c1cc(COc2ccc(F)cc2F)on1	-6	1.2	5	-0.1
O=c1oc2ccc(Br)cc2cc1-c1nc(-c2ccc(F)cc2)cs1	-1	0.4	-2	0.0
Cc1cc(O)c(C(c2ccccc2)N2CCCCC2)c(=O)n1Cc1cccnc1 (stereo unspecified)	6	-2.6	-5	-0.1
CC1CCN(c2ccc3nnc(-c4ccc(Cl)cc4)n3n2)CC1	-6	0.9	10	0.1
Cc1ccc(CNS(=O)(=O)c2ccc3c(c2)OCCN3C)cc1	1	-1.7	4	0.0
CCOC(=O)c1ccc(NC(=O)C(=O)NCCc2ccc(OC)cc2)cc1	3	0.2	-10	-1.1
CCOC(=O)c1ccc(S(=O)(=O)Nc2nc(-c3ccc(F)cc3)cs2)cc1	-7	-2.5	-28	-0.1
O=C(NCCn1nc(-c2ccco2)ccc1=O)C1(c2ccc(Cl)cc2)CC1	-4	2.6	-1	0.0
CS(=O)(=O)Nc1ccc(NS(C)(=O)=O)c(C2=C(O)CCCC2=O)c1	-7	0.0	-6	-0.2
COc1ccccc1-n1nc(C(=O)NCC2CCCO2)c2ccccc2c1=O (stereo unspecified)	8	0.1	12	0.1
CC(=O)Nc1ccc(S(=O)(=O)N2CCNC(=O)C2)cc1	-2	0.6	8	-0.1
CN1C(=O)C(O)(CC(=O)c2cccc3ccccc23)c2ccccc21 (stereo unspecified)	3	2.4	4	-0.1
CCC(=O)Oc1ccc(NC(=O)c2ccco2)cc1	-4	-0.9	12	0.6
O=S(=O)(c1ccc(Cl)cc1)N1CCN(Cc2cccc(Br)c2)CC1	51*	0.6	6	-0.1
COc1ccc(CC(=O)Nc2nnc(C3CCCCC3)o2)cc1	2	2.3	2	-0.1
O=C(NCCc1ccc(Cl)cc1)c1ccc2c(c1)NC(=O)C(CSCc1cccc(F)c1)N2 (stereo unspecified)	6	-0.9	-2	0.0
CCCCSc1nnc2c(n1)OC(/C=C/c1ccco1)Nc1ccccc1-2 (stereo unspecified)	3	0.2	-10	-0.1
O=P1(N2CCN(c3ccccc3)CC2)C=C(c2ccccc2)SC(c2ccccc2)=C1	13	3.2	-1	-0.1
CCC(CC)C(=O)NC(C)c1ccccc1 (stereo unspecified)	10	-1.1	-9	0.0
CCOc1ccccc1CNCc1c(C(=O)O)c(C)n(Cc2cccc(C)c2)c1C	-4	0.4	0	0.0
Cc1ccn2c(-c3csc(Nc4ccc(Cl)cc4)n3)c(C)nc2c1	-7	-1.2	55*	0.2
Cc1ccc(CN(Cc2cccnc2)C(=S)Nc2ccccc2C)cc1	10	0.3	11	0.2
CCCn1c(CCC(=O)Nc2ccc(F)c(Cl)c2)nc2cccnc21	-2	-0.7	-1	-0.3
CCOc1ccc(NC(=O)CSc2nnc(NC3CCCCC3)s2)cc1	4	1.7	1	0.1
CCOc1ccccc1C1CC(=O)Nc2cc(C)c(C)cc21 (stereo unspecified)	-7	-0.6	41*	0.0
O=C(NCCO)/C(=C/c1ccc([N+](=O)[O-])cc1)NC(=O)c1ccccc1	10	1.8	-1	0.6
Cn1ccnc1SCc1cc(=O)c(OC(=O)c2cc(Br)ccc2Cl)co1	11	1.6	-3	-0.2
COc1ccc(-c2cc(C(F)(F)F)n3nc(C(=O)NC(C)(C)CC(C)(C)C)cc3n2)cc1	-8	0.9	4	0.0
CCC(=O)Oc1c(-c2ccc(Cl)cc2)oc2ccccc2c1=O	10	-1.1	-15	-0.3
CCOC(=O)c1c(NC(=O)CN2CCCCC2)sc2c1CCCC2O (stereo unspecified)	5	2.0	4	-0.1
Nc1c(C(=O)c2ccc(F)cc2)oc2ccc(Cl)cc12	7	0.3	-78	0.1
COC(=O)c1ccc(COc2ccc(C3OC(C)CC(C)(C)O3)cc2OC)cc1 (stereo unspecified)	15	0.0	-9	0.7
Cc1nc(NC(=O)c2ccc3c(c2)OCO3)sc1C	1	-9.1	23	-0.2
CC(=O)Nc1ccc(C2C3=C(CC(C)(C)CC3=O)Nc3[nH]n(-c4ccccc4)c(=O)c32)cc1 (stereo unspecified)	-6	0.6	3	-0.1
Cc1occc1C(=O)N/N=C\c1ccc(Br)cc1	6	-8.9	-33	0.2
COc1cccc(C(=O)N2CCN(Cc3ccccc3Br)CC2)c1	65*	0.8	-5	0.2
O=C(CSc1ccc(-c2ccc(F)cc2)nn1)NCc1ccco1	-1	-2.8	-2	0.1
N#C/C(=C\c1cccnc1)C(=O)OCc1ccccc1	-5	-0.9	-5	0.2
C=CCc1c(C)nc2sc(C(=O)Nc3ccccc3C)c(N)c2c1C	3	-0.4	-25	0.5
O=C(NCCc1ccc(Cl)cc1)C1CCN(c2nc3ccccc3[nH]c2=O)CC1	-1	-0.5	-7	-0.2
